High-throughput results from PubChem.
TNF death inh: inhibitors of TNF-alpha triggered necroptosis, primary screen, cell-based, Jurkat FADD-/-, single concentration; AID 463075, 2010; 220,000 tested, 0.068% active; Jurkat FADD-/- TNF necroptosis rescue, ATP luminescence, 24 h; 0 = TNF only, 100 = no-TNF cells; activation (protection from cell death), % at 10 µM;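 active means activation, meaning protection from cell death, of at least 50% relative to plate controls; inactive means activation below 50%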;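 further: necroptosis triggered by 40 ng/mL TNF-alpha added together with compound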
FXIa inh: human FXIa protease inhibitors, primary screen, biochemical, 1536-well; AID 798, 2007; inhibition, % at 5 µM; Coagulation factor XI (Homo sapiens), P03951; purified FXIa, Boc-Glu-Ala-Arg-AMC fluorogenic substrate; 220,000 tested, 0.14% active;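 active means inhibition of at least 40%; inactive means inhibition below 40%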;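 further: fluorescence of freed AMC excited at 355 nm; 0% = enzyme without compound and 100% = no enzyme blank; many of its hits are not listed in these tables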
CHOP inhibitor: inhibitors of CHOP promoter induction, primary screen, cell-based, unfolded protein response, luciferase reporter; inhibition, % at 10 µM; 220,000 tested, 3.8% active; AID 2732, 2010; CHO-K1 CHOP-promoter luciferase, tunicamycin-induced, 15-18 h;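 active means compounds that reduced the stress-induced luciferase reporter signal by more than about 70% of percent inhibition, limit read from the data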;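 further: 0% = tunicamycin plus vehicle and 100% = wells without tunicamycin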
PPC-1+TRAIL kill: compounds killing PPC-1 cancer cells with TRAIL present, primary screen, TRAIL potentiator project, ATPLite luminescence, uHTS | PPC-1 cells + TRAIL, ATPLite viability luminescence | cell killing (% activity), % at 4 µM | 220,000 tested, 0.41% active;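 active means cell killing above 50% in the first pass at 4 µM, then a duplicate retest at 5 µM averaging 50% or more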;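 further: plate controls were cells with TRAIL plus DMSO for no effect and medium-only wells lacking cells for full effect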
Tb hexokinase: Trypanosoma brucei hexokinase 1 inhibitors, primary screen, biochemical, G6PDH-coupled NADH absorbance, MLSCN library; hexokinase 1 [Trypanosoma brucei]; AID 1430, 2008; 220,000 tested, 0.11% active; recombinant TbHK1, G6PDH-coupled NADH A340; inhibition, % at 10 µM;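 active means inhibition of 50% or more in the single-dose primary screen; inactive means inhibition below 50%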
Wee1 stabilizer: Wee1 degradation inhibitors, primary screen, cell-based, HeLa, Wee1K328M-luciferase, luminescence; Wee1-like protein kinase (Homo sapiens), P30291; HeLa Luc-Wee1K328M stability; 100% = proteasome inhibitor MG132 effect; reporter increase, % at 5 µM; 220,000 tested, 1.2% active;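 active means activation above the mean of all tested compounds plus 3 SD, set per screening run, cut at about 8.8% in these data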;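 further: cells exposed to compound for 20 h before luminescence read; 0% = DMSO alone and 100% = MG132 at 30 µM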
Target sequence (P30291 whole entry K328M): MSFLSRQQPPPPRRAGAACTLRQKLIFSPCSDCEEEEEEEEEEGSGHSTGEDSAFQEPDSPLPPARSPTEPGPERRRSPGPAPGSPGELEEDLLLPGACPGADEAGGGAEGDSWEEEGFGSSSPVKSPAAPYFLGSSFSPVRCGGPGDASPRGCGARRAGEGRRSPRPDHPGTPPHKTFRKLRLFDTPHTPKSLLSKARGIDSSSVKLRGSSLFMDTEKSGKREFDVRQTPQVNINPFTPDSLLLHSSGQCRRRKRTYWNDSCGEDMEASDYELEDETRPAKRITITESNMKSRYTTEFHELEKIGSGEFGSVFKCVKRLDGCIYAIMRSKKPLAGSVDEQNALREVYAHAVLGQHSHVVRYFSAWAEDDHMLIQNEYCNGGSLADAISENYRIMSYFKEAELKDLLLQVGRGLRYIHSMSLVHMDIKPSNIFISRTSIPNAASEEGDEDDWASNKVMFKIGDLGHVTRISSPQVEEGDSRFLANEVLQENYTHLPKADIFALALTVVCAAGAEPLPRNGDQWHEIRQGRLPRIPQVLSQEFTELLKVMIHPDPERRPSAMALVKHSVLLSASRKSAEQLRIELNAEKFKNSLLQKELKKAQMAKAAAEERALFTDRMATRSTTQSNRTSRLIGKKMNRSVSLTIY
L929 necroptosis: inhibitors of zVAD-triggered necroptosis, primary screen, L929 cells. L929 zVAD necroptosis rescue, ATP luminescence, 24 h; with zVAD 60 µM. AID 1377, 2008. viability rescue, % at 10 µM. 220,000 tested, 0.38% active;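 active means activation, scaled between plate controls, above about 75%, limit read from the data; inactive means activation under that limit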;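 further: 0% = zVAD with DMSO and 100% = DMSO alone without zVAD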
FXIIa inh 1536: human FXIIa protease inhibitors, primary screen, biochemical, 1536-well; Coagulation factor XII (Homo sapiens), P00748; purified FXIIa, Boc-QGR-AMC fluorogenic substrate, 2 h; inhibition, % at 5 µM; 220,000 tested, 0.3% active; in the data active means inhibition above about 40%;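 further: 0% = enzyme with no compound and 100% = blank without enzyme; many of its hits are not listed in these tables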
PGE2 EP2 inh: human EP2 receptor antagonists, primary screen, TR-FRET cAMP, C6 glioma cells | C6 glioma cells expressing human EP2; cells stimulated with saturating PGE2 | Prostaglandin E2 receptor EP2 subtype (Homo sapiens), P43116 | 260,000 tested, 0.52% active | inhibition, % at 25 µM;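 active means percent inhibition above 40 after rounding to a whole number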;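 further: rat C6 glioma host cells with rolipram phosphodiesterase inhibitor present; the protocol text gives 20 µM as final concentration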
Target sequence (P43116 whole entry, looked up): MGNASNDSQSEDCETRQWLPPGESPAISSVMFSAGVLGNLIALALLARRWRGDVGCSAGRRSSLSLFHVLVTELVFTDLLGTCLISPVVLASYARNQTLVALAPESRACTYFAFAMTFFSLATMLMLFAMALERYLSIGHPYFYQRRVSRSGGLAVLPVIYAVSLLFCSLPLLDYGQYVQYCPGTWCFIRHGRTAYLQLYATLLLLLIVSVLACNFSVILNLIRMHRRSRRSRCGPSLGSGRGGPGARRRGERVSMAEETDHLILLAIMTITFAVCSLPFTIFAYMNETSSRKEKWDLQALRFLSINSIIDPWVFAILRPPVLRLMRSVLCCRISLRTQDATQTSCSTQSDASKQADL
Numbers without * were called inactive; . = no result given; & = joins results of further samples. Only part of the results is shown; the hit share may differ from the screen's.

Below each compound – FXIIa inh 1536	PGE2 EP2 inh	L929 necroptosis	CHOP inhibitor	TNF death inh	Tb hexokinase	FXIa inh	Wee1 stabilizer	PPC-1+TRAIL kill
> CCCCn1c(CCNC(=O)CCC)nc2ccccc21
  4	10	1.1	6	0.0	3	2	2	3
> O=C(CSc1nnc(CN2CCCCCC2=O)n1-c1ccccn1)NCC(F)(F)F
  1	-1	0.0	36	-1.7	9	6	-4	9
> O=S(=O)(c1cnccc1N1CCN(/N=C/c2ccc(Cl)cc2)CC1)N1CCCCC1
  -5	12	0.4	19	3.2	-13	1	-2	32
> CC1(C)CC(=O)C=C(NCCN2CCN(C(=O)Nc3ccccc3)CC2)C1
  6	7	-0.6	4	-1.4	-9	4	-1	-7
> COc1ccc(-c2n[nH]c(C)c2-c2cscn2)c(O)c1
  3	13	0.1	4	1.4	-6	0	3	5
> S=C(NCC1CCCO1)Nc1cccc2ccccc12 (stereo not given)
  9	7	-1.7	-1	-4.1	-3	-6	5	18
> COc1ccc2c(c1OC)C(=O)N(c1ccc(O)cc1)C2=O
  4	9	-0.1	14	-1.1	-7	1	-1	13
> COc1ccccc1NC(=O)c1cc2cc(Br)ccc2cc1O
  5	22	3.2	88*	-7.5	11	3	-3	19
> COc1ccccc1Nc1nc2ccc(C)cc2cc1C#N
  19	.	-0.3	25	-1.6	-2	6	3	26
> CCCn1c(CN2CCN(c3cccc(Cl)c3)CC2)nc2c1c(=O)n(C)c(=O)n2C
  11	10	0.0	53	-4.1	-21	-1	-2	3
> COc1ccc(-c2cc(C(=O)N3CCN(c4ccccc4)CC3)no2)cc1OC
  9	6	0.8	46	-1.0	-11	-6	-2	15
> CCOc1ccccc1N(CC(=O)Nc1cc(OC)ccc1OC)S(C)(=O)=O
  2	11	-0.9	-13	0.1	-2	-6	-2	6
> CCOC(=O)c1[nH]c2cc3c(cc2c1CCCN1C(=O)c2ccccc2C1=O)OCCO3
  -11	2	-0.5	13	1.3	-6	-8	-2	9
> CCCCCC(=O)Oc1cccc(N2C(=O)C3CCCCC3C2=O)c1 (stereo not given)
  10	13	-1.4	18	0.1	7	-3	0	1
> CCCc1nnc(NC(=O)CCC(=O)N2CCN(CCOc3ccc(C)cc3)CC2)s1
  -5	12	0.6	12	-3.2	-4	9	3	10
> Cc1ccc(NC(=O)CCN2CCN(CCO)CC2)cc1Br
  6	6	1.2	39	2.0	-3	1	1	1
> Cc1cccc(N2CCN(C(=O)c3cccn4c(=O)c5c(C)c(C)sc5nc34)CC2)c1C
  14	9	0.3	41	1.7	-15	3	-2	-17
> CN(C)S(=O)(=O)Oc1ccc(Cl)cc1C(=O)Nc1ccc(F)cc1F
  10	1	-0.5	2	-0.3	-2	1	0	3
> CSc1ccc(CCNC(=O)CSc2ccsc2[N+](=O)[O-])cc1
  1	13	0.1	26	-1.4	-4	-9	-1	-1
> Cc1cc(C)cc(Nc2cnn(C34CC5CC(CC(CC(=O)O)(C5)C3)C4)c(=O)c2Cl)c1
  13	10	0.4	21	0.4	-49	4	-2	4
> CN(C)c1nc(NC(C)(C)C)nc(NC(C)(C)C)n1
  4	2	1.5	-9	0.0	5	-4	4	9
> COc1ccc(C)cc1NC(=O)c1ccc(S(=O)(=O)N2CCOCC2)cc1
  4	9&10	0.4	-30	-1.6	-2	0	-3	40
> CNc1oc(-c2ccc(Cl)cc2)nc1P(=O)(c1ccccc1)c1ccccc1
  8	5	0.4	71*	-3.0	-19	-5	-1	20
> COc1cc(OC)cc(C(=O)N[C@H](C(=O)OCC(=O)Nc2ccc(C(C)C)cc2)C(C)C)c1
  7	11	10	41	4.2	-1	2	2	0
> CCC(=O)Nc1nnc(-c2ccccn2)o1
  10	3	1.1	-4	-2.1	2	8	3	-2
> Cc1ccc(CNC(=O)CCC2CCCN(Cc3c(C)nn(C(C)C)c3C)C2)o1 (stereo not given)
  5	2	0.2	12	0.5	-1	-5	1	-1
> O=C1CC(c2ccccc2)CC(O)=C1C=NCCN1CCOCC1 (stereo not given)
  21	8	2.2	-11	-0.4	3	4	-2	8
> CC(=O)OCC1=C(C(=O)O)N2C(=O)C(NC(=O)Cn3nc(C(F)F)c(Cl)c3C)C2SC1 (stereo not given)
  8	2	0.1	21	0.3	11	-2	-2	13
> O=C(O)CCCC(=O)Nc1cc([N+](=O)[O-])ccc1O
  7	2	0.2	46	-0.9	-4	2	2	13
> CCOC(=O)C(C(=O)OCC)C(C#N)c1ccccc1 (stereo not given)
  3	8	-1.3	27	-0.9	3	-5	-2	14
> CC1(C)Cc2ccccc2-c2nc(CN3CCOCC3)[nH]c(=O)c21
  12	2	0.1	-9	-2.1	5	0	0	-7
> Cc1nc([N+](=O)[O-])c(Br)n1CC(=O)c1cccc([N+](=O)[O-])c1
  4	5	-0.5	-57	-14	-7	-2	-2	18
> COc1ccc(NC(=O)CSc2nnc(-c3ccncc3)n2C)cc1
  1	10	3.2	-6	0.4	1	-6	0	29
> Cc1ccc(/C(C#N)=C\c2ccc(N3CCOCC3)o2)cc1
  31	20	1.7	-54	-5.5	-6	19	0	-5
> Cc1ccc(CCNC(=O)c2cc(C)nn2-c2ccccc2)cc1
  6	7	0.5	-8	1.2	-1	-2	0	-14
> COCCNc1nc(C)cc(-c2cc(-c3ccc(Cl)cc3)on2)n1
  7	5	-0.3	17	-0.3	0	0	.	-14
> O=Cc1ccc(OC(=O)c2cccnc2)cc1
  -2	8	2.5	3	-0.7	-29	0	0	9
> C=CCN(CC=C)Cc1c(O)ccc2c1oc(=O)c1ccccc12
  .	41*	0.0	.	-3.3	-2	.	0	.
> O=C(Cn1ncc2c(=O)oc3ccccc3c21)N1CCCc2ccccc21
  11	17	0.2	-1	-4.1	7	6	-2	14
> Cc1ccc(C(C)C)c(OCC(=O)Nn2c(C)nc3ccccc3c2=O)c1
  -1	11	-0.6	-1	0.1	3	-15	1	32
> CN(C)CCCNC(=S)NCc1ccc(Cl)cc1
  2	3	0.4	0	4.1	1	-2	4	-9
> CC1(C)C([N+](=O)[O-])C(c2ccccc2O)NC(c2ccccc2O)C1[N+](=O)[O-] (stereo not given)
  8	8	-2.5	-31	0.8	-1	-1	-1	-8
> O=C(CN1C(=O)C(=O)N(C2CCCC2)C1=O)Nc1ccc(N2CCOCC2)cc1
  8	12	4.6	-7	0.6	-8	-4	3	3
> Cc1occc1-c1nnc(SCC(=O)c2cc3ccccc3oc2=O)o1
  15	5	1.0	23	-0.5	-21	7	0	-18
> N#C/C(=C\c1cccc(OC(=O)c2cccs2)c1)C(N)=O
  9	21	0.5	19	1.0	-1	5	-1	8
> Cc1c(NC(=O)CSc2nc3ccccc3s2)c(=O)n(-c2ccccc2)n1C
  45*	12	-0.6	18	1.5	-2	0	6	-9
> COc1ccc(NC(=O)CC2C(=O)NCCN2C(=O)c2ccc(N(C)C)cc2)cc1 (stereo not given)
  0	22	0.4	26	0.9	-9	-4	2	8
> CCCCn1c(SCc2c(C)noc2C)nc2cc(S(N)(=O)=O)ccc21
  12	10	1.1	-29	-9.5	-4	-1	-2	14
> Cc1nc(CCNS(=O)(=O)c2cccnc2)cs1
  14	0	-0.3	11	0.4	0	2	1	13
> Cc1ccc(CSc2ccc(-c3ccco3)nn2)cc1
  15	6	0.1	-12	2.2	-13	4	7	31

Additional records follow.
Below each compound – FXIIa inh 1536	PGE2 EP2 inh	L929 necroptosis	CHOP inhibitor	TNF death inh	Tb hexokinase	FXIa inh	Wee1 stabilizer	PPC-1+TRAIL kill
> COc1ccc(OC)c(NC(=O)CSc2nnc(C3CCCCC3)n2-c2ccccc2)c1
  15	11	-0.4	9	1.4	1	19	4	4
> Cc1ccc(/C=C/C(=O)OCC(=O)Nc2ccccc2Sc2ccccc2)cc1
  11	11	0.6	25	1.4	37	8	-2	31
> CCCCc1n[nH]c2c1/C(=N/OCC)CC(C)(C)C2
  9	6	1.9	47	2.4	-2	2	1	-1
> Cc1ccc(CNC(=O)CCCc2nc3ccccc3s2)cc1
  8	12	0.0	17	3.6	2	-16	-3	33
> COc1ccc(CCNC(=O)c2ccc(N3CCCC3=O)cc2)cc1
  9	12	0.7	-28	-0.5	1	0	-1	11
> O=C(NCc1ccccc1)c1c(O)c2cccc3c2n(c1=O)CCC3
  10	13	0.3	34	0.4	-4	8	0	6
> CCN(CC)c1ccc(NC(=O)C(C)C)cc1
  -6	5	3.9	-6	4.0	-2	-14	3	0
> O=C1NC(=O)/C(=C\c2ccc(OCc3cccc(C(=O)O)c3)c(Cl)c2)N1
  .	10	5.6	48	0.1	-16	-1	-2	10
> Cc1ccccc1NC(=S)NNC(=O)c1cccc(Br)c1
  1	4	-0.3	-23	-1.2	-4	-2	-1	16
> COc1cccc(C(=O)Nc2nc(-c3ccncc3)cs2)c1
  10	5	67	13	0.0	-5	1	3	18
> CC(=O)CC(C)=NCCN=C(C)CC(C)=O
  11	3	1.5	12	-0.6	2	1	5	20
> CCOC(=O)C1CCCN(c2c(N3CCc4ccccc4C3)c(=O)c2=O)C1 (stereo not given)
  0	.	0.0	-3	0.2	-16	-4	0	-16
> CCOC(=O)c1c(NC(=O)CSc2nnc(CN3CCOCC3)n2C)sc2c1CCCC2
  15	15	-1.0	-16	-1.4	-21	3	-1	-6
> O=C(O)CCn1c(-c2ccccc2)cc2ccccc21
  9	6	2.4	9	0.1	-5	0	-2	7
> COc1ccc(Cn2cc(C(=O)c3ccccc3)c(=O)c3cc(OC)ccc32)cc1
  4	4	.	-5	-9.6	-8	-1	2	-4
> S=C(Nc1ccc(Cl)cc1Cl)NC1CCN(Cc2ccccc2)CC1
  19	4	3.1	-7	-1.6	6	5	-1	14
> O=c1n(Cc2ccccc2F)c2ccccc2n1Cc1ccccc1F
  10	18	-0.6	74*	5.5	6	3	0	8
> c1ccc2sc(NC3=NCN(C4CCCCC4)CN3)nc2c1
  4	6	1.4	39	1.1	-2	-3	4	7
> COc1ccc(-c2[nH]ncc2/C=C(/C#N)C(=O)NC2CCCCC2)cc1
  10	9	-1.3	31	-1.3	-32	-1	0	-10
> COc1ccc(NS(=O)(=O)c2ccc(N3CC(O)=C(c4ccccc4)C3=N)cc2)cc1
  9	4	2.7	7	2.8	-13	5	-1	14
> Cn1ccnc1Sc1cc(NCCCO)c([N+](=O)[O-])c2nonc12
  -6	8	44	96*	-14	-21	-3	-2	22
> COC(=O)CNC(=O)COC(=O)/C=C/c1cccs1
  2	11	1.1	7	1.9	-34	6	-1	8
> CC(C)Cc1ccc(C(C)C(=O)Nc2nccs2)cc1 (stereo not given)
  30	25	0.3	96*	1.3	-12	-1	1	-1
> N#Cc1cc2c(nc1SCc1ccccc1)CCCC2=O
  -2	8	-0.9	37	-1.9	1	3	1	7
> Cc1sc2ncn(CC(=O)NCc3ccccc3)c(=O)c2c1C
  13	3	-0.2	6	2.5	7	3	7	-1
> Cc1nc2ccc(CCO)cc2s1
  -18	3	-0.3	2	-1.1	0	-13	-1	12
